MC4R antagonist = blocks human MC4R cAMP signaling. P32245. MC4R-expressing cells, MTII-stimulated cAMP, LANCE TR-FRET. inhibition, % at 6.5 µM. hit rate 0.48% among 360,000;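 active = inhibition above its plate's cutoff, the mean of tested wells on that plate plus 3 SD, cut at about 29% in these data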;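 also: 0% = Melanotan II alone and 100% = Melanotan II plus saturating MCL0020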
Target sequence (P32245 whole entry, looked up): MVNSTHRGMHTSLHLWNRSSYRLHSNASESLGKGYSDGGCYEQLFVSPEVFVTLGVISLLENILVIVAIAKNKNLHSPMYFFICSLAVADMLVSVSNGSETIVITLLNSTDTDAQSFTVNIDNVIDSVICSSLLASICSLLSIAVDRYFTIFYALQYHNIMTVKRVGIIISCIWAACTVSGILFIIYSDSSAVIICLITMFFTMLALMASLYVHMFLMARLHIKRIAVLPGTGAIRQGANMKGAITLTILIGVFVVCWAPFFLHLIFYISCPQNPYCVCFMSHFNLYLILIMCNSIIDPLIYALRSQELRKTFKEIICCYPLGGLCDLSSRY
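System: U2OS-MC4R stable cell line; Technique: Eu-cAMP/anti-cAMP TR-FRET, emission 671 nm; Repeats: single well per compound; Also added: Melanotan II; Dosing: one concentration, 6.5 µM nominal; Schedule: 30-min compound, 1-h challenge, 1-h detection, room temperature.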
ABCB6 inh MLPCN = human ABCB6 transporter inhibition; hit rate 0.19% among 360,000; K562-ABCB6 porphyrin accumulation, flow cytometry, 1 h; stronger effect = lower value; fluorescence ratio to DMSO, % at 10 µM; Q9NP58; AID 602162;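 active = fluorescence ratio to DMSO below 75%, the collection mean minus 3 SD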;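 also: signal is porphyrin accumulated inside mitochondria; 100% equals median channel fluorescence of DMSO control wells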
hiPSC survival = increases survival of single human iPS cells; hiPSC single-cell survival, ATPlite luminescence; 100% = ROCK inhibitor wells, 0% = DMSO; AID 602274; survival enhancement, % at 20 µM; hit rate 0.044% among 360,000; in the data active = survival enhancement above about 18%;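 also: cells exposed to compounds for 16 hours before the ATP read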
Cardio protect = modulators protecting cardiomyocytes from myocardial damage | H9c2 cardiomyocytes, H2O2 injury protection, ATPLite, 2 h | protection from H2O2 cell death, % at 20 µM | hit rate 0.63% among 360,000 | AID 588492;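 active = compounds giving at least 50% protection of heart cells from peroxide-induced death in the single-dose screen, raw or plate-pattern-corrected value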;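 also: 0% = DMSO wells with peroxide and 100% = DMSO wells without peroxide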
Exocytosis inh = lytic granule exocytosis inhibition. inhibition, % at 10 µM. AID 651702. TALL-104 LAMP-1 surface exposure, flow cytometry; cells stimulated with thapsigargin and PMA. hit rate 0.66% among 360,000;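 active = inhibition above about 55%, limit read from the data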
aDG glyco up = alpha-DG glycosylation activation. Pro5-aDG cells, alpha-DG glycosylation AlphaScreen (IIH6); 0% Pro5, 100% B10-LARGE cell signal. activation, % at 10 µM. hit rate 0.22% among 360,000. AID 624168;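 active = activation of at least 8% versus controls, or a plate z-score of at least 8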;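 also: Pro5 are CHO cells carrying HIG-tagged alpha-DG that lacks glycosylation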
HTR2A ag = mouse HTR2A agonism via beta-arrestin recruitment | activation, % at 7.6 µM | P35363 | CHO-K1 mHTR2A beta-arrestin complementation, luminescence; percent of 30 µM serotonin response | AID 624169 | hit rate 0.66% among 360,000;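 active = activation above a run cutoff, the mean activation of all tested compounds plus 3 SD, cut at about 14% in these data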;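 also: 0% = plate median of compound wells and 100% = 30 µM serotonin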
Target sequence (P35363 whole entry, looked up): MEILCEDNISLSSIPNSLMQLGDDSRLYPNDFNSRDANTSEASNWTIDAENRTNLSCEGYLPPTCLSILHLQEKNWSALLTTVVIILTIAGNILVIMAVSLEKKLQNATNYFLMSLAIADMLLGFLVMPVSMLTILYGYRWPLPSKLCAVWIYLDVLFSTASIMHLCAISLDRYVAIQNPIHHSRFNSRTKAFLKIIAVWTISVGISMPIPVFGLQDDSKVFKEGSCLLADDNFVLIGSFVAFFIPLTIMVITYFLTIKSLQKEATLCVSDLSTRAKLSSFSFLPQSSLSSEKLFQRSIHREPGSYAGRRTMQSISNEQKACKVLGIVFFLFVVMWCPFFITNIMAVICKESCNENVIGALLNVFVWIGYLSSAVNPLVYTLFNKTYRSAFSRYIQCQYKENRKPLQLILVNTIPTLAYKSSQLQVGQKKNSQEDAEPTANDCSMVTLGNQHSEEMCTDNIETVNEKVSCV
ABHD5 PLIN5 PPI = inhibitors of human ABHD5-perilipin-5 interaction; Q00G26+Q8WTS1; Split G. princeps luciferase complementation, luminescence, 4 h; inhibition, % at 4 µM; hit rate 0.78% among 360,000; AID 602281;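 active = inhibition above the mean inhibition across every tested compound plus 3 SD, cut at about 22% in these data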;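 also: 0% = DMSO only wells and the 100% control is not disclosed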
MC4R ag barr = agonists of human melanocortin 4 receptor (MC4R) beta-arrestin | P32245 | U2OS MC4R beta-arrestin complementation, luminescence; percent of melanotan II response, DMSO zero | activation, % at 8.9 µM | hit rate 0.98% among 360,000;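 active = activation above a per-plate cutoff, the mean activation of sample wells on that plate plus 3 SD, cut at about 8% in these data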
Glyco luc inh = blocks N-linked glycosylation in D54 reporter cells; hit rate 0.23% among 360,000; D54 ERlucT glycosylation luciferase reporter, 24 h; percent of 100 nM tunicamycin response; reporter increase, % at 12.5 µM;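 active = mean luciferase reporter signal, scaled so untreated is 0 and the glycosylation-blocking control 100, at or above a set limit in every replicate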;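 also: luciferase carries N-glycosylation sites so blocking glycosylation raises the light; 0% = median of neutral control wells and 100% = median of 100 nM tunicamycin wells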
Starred values were filed as active, the others as inactive; . = not tested or not shown. Rows were taken by chance; any-hit rate near 4.5%.

The opening two records (preview)
Fields – MC4R antagonist | ABCB6 inh MLPCN | hiPSC survival | Cardio protect | Exocytosis inh | aDG glyco up | HTR2A ag | ABHD5 PLIN5 PPI | MC4R ag barr | Glyco luc inh
1	COc1cc(SC)ccc1C(=O)N1CCN(c2ccc(O)cc2)CC1
→ -1 | 89 | -0.9 | 5 | -3 | 0.3 | 2 | -1 | -4.0 | -5
2	Cc1ccc(C(=O)c2nc3c(n2O)CCCC3)cc1
→ 11 | 179 | -1.7 | 3 | 16 | 0.0 | -1 | -3 | 1.4 | 5

Results (from the top)
Fields – MC4R antagonist | ABCB6 inh MLPCN | hiPSC survival | Cardio protect | Exocytosis inh | aDG glyco up | HTR2A ag | ABHD5 PLIN5 PPI | MC4R ag barr | Glyco luc inh
1	COc1cc(SC)ccc1C(=O)N1CCN(c2ccc(O)cc2)CC1
→ -1 | 89 | -0.9 | 5 | -3 | 0.3 | 2 | -1 | -4.0 | -5
2	Cc1ccc(C(=O)c2nc3c(n2O)CCCC3)cc1
→ 11 | 179 | -1.7 | 3 | 16 | 0.0 | -1 | -3 | 1.4 | 5
3	O=C(NCCCc1ccccc1)c1cccc([N+](=O)[O-])c1
→ 5 | 97 | -0.8 | 0 | 1 | 0.0 | -5 | 9 | -0.6 | -2
4	O=C(O)Cn1nc(-c2ccc(Cl)cc2)ccc1=O
→ 0 | 103 | -0.4 | -4 | -7 | 0.0 | 2 | 8 | -0.7 | 2
5	CC1(C)c2ccccc2-n2c1cc1oc(=O)cc(O)c1c2=O
→ 5 | 96 | 2.2 | 7 | -2 | 0.1 | -2 | -3 | 0.6 | 0
6	CCOc1ccc(S(=O)(=O)N2CCOCC2)cc1NC(=O)CSCC(=O)Nc1ccc(OC)cc1
→ 0 | 101 | 1.2 | -6 | -5 | -0.4 | 1 | 0 | -1.3 | 2
7	COc1cccc(/C=N/n2c(-c3ccco3)nc3ccccc3c2=O)c1OC
→ 0 | 91 | 0.4 | 16 | 14 | -0.3 | 4 | -1 | -1.7 | 3
8	O=C(CCSc1ccccc1)NCCSCc1ccco1
→ 2 | 100 | -0.8 | -6 | 1 | 0.1 | -6 | -2 | -0.2 | 3
9	O=C(Nc1cccc(Cl)c1)C1CCCN(c2cnccn2)C1 (stereo not drawn)
→ 3 | 106 | 0.2 | 1 | -3 | 0.1 | 0 | 2 | -2.5 | -1
10	COC(=O)c1ccc2c(=O)[nH]c(CCl)nc2c1
→ 30* | 100 | 2.5 | -2 | 7 | 0.3 | 0 | -5 | -0.9 | -1
11	CCOc1ccc(CCNC(=O)c2cccc(NC3=NC4CS(=O)(=O)CC4S3)c2)cc1OCC (stereo not drawn)
→ 2 | 96 | 1.7 | -1 | 2 | 0.1 | -2 | -12 | 0.7 | 0
12	Cc1cc(C#Cc2c(-c3ccccc3)n(C)c3ccccc23)ccc1F
→ -1 | 94 | -2.8 | -3 | 16 | 0.0 | 0 | -4 | 0.3 | -2
13	CCOc1ccc(NC(=O)COC(=O)COc2cccc3c2OC(C)(C)C3)cc1
→ 12 | 101 | 0.1 | 4 | 0 | 0.0 | 4 | 0 | -1.1 | 3
14	O=c1[nH][nH]c(C(F)(F)F)c1C=NCc1ccccc1Cl
→ 15 | 102 | 4.8 | 28 | 3 | 0.0 | 3 | 3 | 2.6 | 1
15	CC(C)c1c(C(=O)Nc2ccccc2)c(-c2ccccc2)c(-c2ccc(F)cc2)n1CC[C@@H](O)C[C@@H](O)CC(=O)O
→ 14 | 91 | 0.0 | 6 | . | -0.1 | 3 | -2 | -0.6 | 80*
16	CC(=O)c1cc2c(cc1NC(=O)Cn1nc(-c3ccc(C)cc3)ccc1=O)OCO2
→ -7 | 97 | -0.2 | 0 | 1 | 0.1 | -4 | 20 | -0.8 | 12
17	CCC(=O)Nc1ccccc1C(=O)C(=O)Nc1ccccc1
→ 5 | 97 | -1.8 | 0 | 3 | -0.2 | -5 | 7 | 0.8 | 0
18	CCOC1CCCc2oc(-c3ccc(OC)cc3)c(C(=O)NCCCCO)c21 (stereo not drawn)
→ . | 99 | 1.0 | . | -5 | -0.1 | 2 | 7 | . | .
19	CCOc1ccc(-c2c(C)n([O-])c3c([n+]2=O)CCCC3)cc1
→ 8 | 92 | -1.6 | 1 | -2 | 0.0 | 1 | 2 | -1.6 | 3
20	O=C(N[C@@H](Cc1ccccc1)C(=O)OCc1ccccc1)c1nc[nH]c1C(=O)NCc1ccccc1
→ 4 | 95 | -1.9 | -17 | -3 | -0.1 | -5 | 4 | 7.2 | 0

Arranged by value in Glyco luc inh (high to low): 3 of the compounds above.
cpd	compound	Glyco luc inh
16	CC(=O)c1cc2c(cc1NC(=O)Cn1nc(-c3ccc(C)cc3)ccc1=O)OCO2	12
14	O=c1[nH][nH]c(C(F)(F)F)c1C=NCc1ccccc1Cl	1
5	CC1(C)c2ccccc2-n2c1cc1oc(=O)cc(O)c1c2=O	0

Look-ups from the results shown.
For MC4R antagonist, compound 6 is entered as 0
For hiPSC survival, compound 13 is entered as 0.1
For MC4R antagonist, compound 4 is entered as 0

(more compounds)
Fields – MC4R antagonist | ABCB6 inh MLPCN | hiPSC survival | Cardio protect | Exocytosis inh | aDG glyco up | HTR2A ag | ABHD5 PLIN5 PPI | MC4R ag barr | Glyco luc inh
21	N#CCSc1nc2c(c(C3CC=CCC3)c1C#N)CCC2 (stereo not drawn)
→ 18 | 91 | -1.5 | -11 | 1 | 0.1 | -1 | 3 | 1.7 | 0
22	COc1cccc(C2=NOC(C(=O)Nc3cccc(C(C)=O)c3)C2)c1OC (stereo not drawn)
→ 3 | 95 | 0.1 | 9 | 1 | 0.0 | 1 | -1 | -0.6 | 0
23	CCN(C(=S)Nc1cccc2ccccc12)c1ccccc1
→ -13 | 95 | -2.0 | -7 | 4 | -0.1 | 0 | -10 | -1.1 | 0
24	CC(C)(C)c1ccc(C(=O)N/C(=C\c2ccco2)C(=O)Nc2ccccc2C(=O)O)cc1
→ 21 | 101 | -0.3 | -7 | 4 | -0.1 | -2 | 0 | -1.9 | -3
25	Cc1ccc(S(=O)(=O)N(C)C)cc1NC(=O)COC(=O)/C=C/c1ccc2ccccc2n1
→ -6 | 93 | -0.3 | -3 | 1 | 0.1 | -12 | 21 | 0.3 | 1
26	CCOc1ccc2oc(C(=O)NCC3CCCO3)c(C)c2c1 (stereo not drawn)
→ 1 | 97 | -0.4 | 1 | 2 | 0.2 | -1 | -4 | -0.5 | -1
27	CCCN(CC(=O)Nc1ccccc1OC)C(=O)Cc1ccc2c(c1)CCC2
→ 9 | 96 | -1.3 | 2 | -7 | 0.0 | 1 | 4 | 3.8 | -2
28	CCOC(=O)N1CCN(C(=O)CN2C(=O)COc3ccc(S(=O)(=O)N4CCOCC4)cc32)CC1
→ 21 | 101 | -0.3 | 3 | -1 | -0.5 | 6 | 13 | -1.1 | 3
29	O=c1c(Cc2ccccc2)c(O)nc2n1CCS2
→ 0 | 96 | -0.3 | 9 | 6 | -0.2 | -1 | -4 | -2.7 | 1
30	CC(C)=CCCC(C)CN(C)CCc1ccccn1 (stereo not drawn)
→ 4 | 101 | -1.9 | 2 | -4 | 0.0 | -7 | 1 | -0.8 | 0
31	COc1ccccc1CNC(=O)C1CCN(Cc2nc(-c3cccc(Cl)c3)oc2C)CC1
→ -9 | 94 | 1.6 | 3 | 3 | 1.3 | 0 | 3 | -1.1 | -3
32	O=C(CN1C(=O)NC(Cc2c[nH]c3ccccc23)C1=O)NC1CC1 (stereo not drawn)
→ 9 | 96 | 0.3 | 2 | -2 | 0.0 | 3 | 3 | 0.7 | 0
33	O=C(COC(=O)c1ccccc1Br)NCC1CCCO1 (stereo not drawn)
→ 7 | 98 | -0.5 | 7 | -1 | -0.2 | 9 | 7 | -1.9 | 1
34	CC1CN(c2ccc([N+](=O)[O-])nc2)CC(C)O1 (stereo not drawn)
→ -4 | 102 | -0.4 | -1 | 1 | -0.3 | -1 | 1 | -1.1 | 2
35	O=C(O)C1=CCC(c2ccc(Cl)c(Cl)c2)N(S(=O)(=O)c2ccc(F)cc2)C1c1cccc(F)c1 (stereo not drawn)
→ . | . | . | . | 1 | 0.0 | 5 | 0 | . | .
36	Cc1cc(C)c(S(=O)(=O)Nc2ccc3c(c2)CCC3)c(C)c1
→ 9 | 94 | -0.9 | -22 | -5 | 0.4 | 0 | -6 | 3.3 | 1
37	CC(C)Oc1ccc(S(=O)(=O)N2CCOCC2)cc1NC(=O)CSC(=S)N1CCCC1
→ 19 | 98 | -2.4 | 2 | 10 | -0.4 | 10 | -3 | -2.1 | -1
38	Cc1ccc(-c2nnc(N3CCCCCC3)c3ccccc23)cc1
→ 13 | 97 | 0.7 | -23 | 66* | 0.1 | -2 | 4 | 0.6 | -8
39	Cc1nn(-c2ccccc2)c(C)c1NS(=O)(=O)c1ccccc1
→ -2 | 103 | 0.4 | 2 | -4 | 0.0 | 2 | 3 | -0.3 | -3
40	CCOC(=O)N1CCC(NC(=O)CSCc2nc(-c3ccc(C)cc3)oc2C)CC1
→ 6 | 95 | -0.4 | -7 | -1 | 0.5 | -10 | -7 | -3.2 | 5
41	CCCc1cc(=O)oc2cc(C)cc(OC(=O)c3ccco3)c12
→ 2 | 99 | -1.7 | -4 | -4 | 0.3 | -2 | 5 | 8.1 | 2
42	CCCCNc1nc(NCc2ccccc2)nc2ccccc12
→ . | 95 | -0.9 | . | 6 | 0.7 | -8 | 12 | . | .
43	Cc1cc(C)c(C2=CC(=O)C[C@H](c3ccc4c(c3)OCO4)C2)c(C)c1
→ 6 | 97 | 9.9 | -12 | -6 | -0.1 | 2 | -5 | 0.0 | -1
44	CC1CC(NC(=O)CC#N)CC(C)(C)C1 (stereo not drawn)
→ -4 | 100 | -0.3 | -3 | 4 | -0.1 | 0 | -1 | 1.0 | 0
45	CC(=O)c1ccc(NC(=O)COc2ccc3c(c2)OCO3)cc1
→ -3 | 100 | 1.1 | 1 | 3 | 0.1 | 3 | 1 | -1.3 | 0
46	COc1ccc(Cl)cc1NC(=O)CSc1nc(N2CCCCC2)nc(N2CCCCC2)n1
→ 6 | 95 | -0.3 | -13 | 1 | -0.1 | 2 | 0 | -0.6 | 1
47	C#CCN(C)CC/C=C1\c2ccccc2CSc2ccccc21
→ 2 | 91 | 0.0 | -7 | 0 | 0.4 | -6 | -4 | 5.0 | -2
48	CCCn1nc(C(=O)Oc2ccc3c(C)cc(=O)oc3c2)c2ccccc2c1=O
→ -5 | 95 | 1.3 | 40 | 1 | 0.2 | 0 | -2 | -3.1 | -2
49	Cc1cccc(NC(=O)C2C3C=CC4(O3)C2C(=O)N(CCCN2CCCC2)C4C(=O)NC2CCCC(C)C2C)c1 (stereo not drawn)
→ -4 | 103 | -0.6 | 5 | -15 | -0.1 | -4 | -7 | -1.6 | -1
50	CCOC(=O)CC(=O)CSc1nc2c(sc(=S)n2-c2ccccc2)c(=O)[nH]1
→ 8 | 100 | -0.3 | -5 | 1 | -0.1 | 11 | 11 | -0.4 | 0
51	CCOC(=O)C1CCN(C(=O)Cc2ccccc2OC)CC1
→ 3 | 91 | -1.9 | 11 | -7 | -0.5 | 6 | -3 | 0.1 | 4
